HIV fusion peptide: inhibitors of HIV fusion peptide binding, primary screen, biochemical, uHTS, fluorescence dequenching (AID 1986). cell-free peptide binding, fluorescence dequenching, 30 min; higher % means a stronger effect. inhibition, % at 20 µM, or IC50 in µM where a hit was titrated. actives 0.3% (n = 290,000); in the data active means inhibition mostly above about 52%, no sharp cut-off; inactive means mostly below about 76%; further: some results filed as inactive read as strong as hits
NTR1 ag: agonists of NTR1, primary screen, imaging, U2OS cells, beta-arrestin-GFP, high content (AID 493036). Neurotensin receptor type 1 (Homo sapiens), P30989. NTR1-U2OS beta-arrestin-GFP spot imaging, agonist mode. activation, % at 20 µM. actives 0.17% (n = 330,000);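 active means activation at or above 40% of the spot to cytoplasm intensity ratio, with at least 20 cells analyzed; inconclusive means wells under 20 cells, flagged as cytotoxic or low count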;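 further: 0% = DMSO without peptide and 100% = 100 nM NTR1 peptide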
Target sequence (P30989 whole entry, looked up): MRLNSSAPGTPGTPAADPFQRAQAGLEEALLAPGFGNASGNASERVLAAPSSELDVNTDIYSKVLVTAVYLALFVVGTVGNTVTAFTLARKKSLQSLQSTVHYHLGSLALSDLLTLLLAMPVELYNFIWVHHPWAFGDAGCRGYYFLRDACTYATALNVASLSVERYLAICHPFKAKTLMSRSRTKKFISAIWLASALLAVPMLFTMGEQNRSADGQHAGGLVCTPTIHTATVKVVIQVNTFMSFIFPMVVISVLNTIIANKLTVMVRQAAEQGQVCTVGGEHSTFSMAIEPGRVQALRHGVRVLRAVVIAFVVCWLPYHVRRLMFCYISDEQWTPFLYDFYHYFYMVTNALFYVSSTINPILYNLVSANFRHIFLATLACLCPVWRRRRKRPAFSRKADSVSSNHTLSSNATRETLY
GPR55 LPI antagonism: GPR55 antagonists blocking LPI-driven arrestin recruitment, primary screen, imaging, U2OS, beta-arrestin-GFP, LPI agonist (AID 2013) | actives 0.13% (n = 290,000) | one-dose inhibition, % at 10 µM; IC50 in µM for titrated hits | U2OS GPR55 beta-arrestin-GFP translocation imaging, LPI antagonism; higher % means a stronger effect | G-protein coupled receptor 55 (Homo sapiens);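 active means spots per cell inhibited over 60%, with over 100 cells counted and total cytoplasm intensity under 500,000; inconclusive means wells with under 100 cells, flagged as likely toxic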;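 further: U2OS cells stably carrying GPR55 and arrestin-GFP stimulated by 5 µM LPI near EC80; imaged beta-arrestin-GFP aggregate spots per cell after agonist stimulation; plate controls were LPI-stimulated DMSO wells for no effect and DMSO wells without LPI for full effect; some results filed as inactive read as strong as hits; confirmed hits need IC50 under 10 µM and bright autofluorescent wells are also inconclusive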
GPR35 arrestin U2OS: GPR35 antagonists blocking zaprinast-driven arrestin recruitment, primary screen, imaging, U2OS, beta-arrestin-GFP, zaprinast agonist (AID 2058). G-protein coupled receptor 35 (Homo sapiens). U2OS GPR35 beta-arrestin-GFP translocation imaging, zaprinast antagonism; higher % means a stronger effect. one-dose inhibition, % at 10 µM; IC50 in µM for titrated hits. actives 0.052% (n = 290,000);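 active means inhibition of at least 50% with at least 30 cells and total cytoplasm GFP at most 10,000,000; inconclusive means under 30 cells or total GFP of 10,000,000 plus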
Siah-1 displacement: Siah-1 peptide-binding antagonists, primary screen, biochemical, fluorescence polarization, rhodamine-plectin, uHTS (AID 1817) | E3 ubiquitin-protein ligase SIAH1 (Homo sapiens) | Siah-1 / rhodamine-plectin peptide fluorescence polarization; higher % means a stronger effect | displacement, % at 20 µM; hits with a dose series show IC50 in µM | actives 0.02% (n = 290,000);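 active means displacement of at least 50% at 20 µM, with a fluorescence ratio check between 0.3 and a set limit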;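 further: plate controls were Siah plus tracer with DMSO for no effect and tracer alone without Siah for full effect; strong numbers were not always called active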
Salmonella PhoP GFP: inhibitors of PhoP regulon expression, primary screen, Salmonella Typhimurium, GFP reporter (AID 1863). S. Typhimurium PhoP-regulated promoter GFP reporter, 4 h; higher % means a stronger effect. one-dose inhibition, % at 50 µM; IC50 in µM for titrated hits. actives 0.16% (n = 300,000);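 active means inhibition over 29.93%, a cutoff 3 SD above the screen mean, later confirmed by dose response; inconclusive means inhibition over 29.93% but no dose response follow-up; inactive means inhibition at most 29.93% or unconfirmed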;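 further: 0% = low Mg2+ inducing control and 100% = high Mg2+ repressing control; strong numbers were not always called active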
LYP inhibition: inhibitors of LYP phosphatase, biochemical, fluorescence intensity, uHTS (AID 1779); recombinant LYP phosphatase, fluorescence intensity; higher % means a stronger effect; Tyrosine-protein phosphatase non-receptor type 22 (Homo sapiens); actives 0.054% (n = 290,000); inhibition, % at 11.5 µM; hits with a dose series show IC50 in µM; in the data active means inhibition above about 50%;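 further: plate controls were vehicle with enzyme for no effect and no enzyme for full effect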
MgcRacGAP inhibition: MgcRacGAP GTPase-activating activity inhibitors, confirmation, biochemical, ADP Hunter fluorescence; Rac GTPase-activating protein 1 (Homo sapiens); MgcRacGAP-stimulated Rac1 GTP hydrolysis, ADP Hunter fluorescence; higher % means a stronger effect; GST-tagged Rac1 F28L mutant substrate; inhibition, % at 30 µM, or IC50 in µM where a hit was titrated; actives 0.6% (n = 340,000); AID 624330, 2012;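 active means first-screen hits whose inhibition reached a set limit at any dose in the follow-up dose series; inconclusive means inhibition above the set first-screen limit but never retested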;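 further: fluorescence reports GDP produced by GAP-driven GTP hydrolysis; strong numbers were not always called active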
Myeloid diff MLP: induction of myeloid progenitor differentiation, primary screen, cell-based, flow cytometry, MLPCN library; ER-HoxA9 myeloid progenitors, lysozyme-GFP differentiation; calls only at 10 µM; actives 1% (n = 360,000); AID 624256, 2012;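 active means normalized GFP-positive differentiation at or above the plate's own cutoff, the solvent-only control mean plus 3 SD; inconclusive means no clear call, values can overlap the other calls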;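 further: cells exposed to compound for four days before flow analysis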
NTR1 ag cell count 20 µM: also measured in NTR1 ag; calls as there; cell count; measured here: cell count, cytotoxicity flag
Myeloid diff MLP GFP+ MAC1+ %: recorded beside Myeloid diff MLP, whose call it bears; GFP+ MAC1+ double positive, %; measured here: differentiation confirmed by MAC1 staining
* hit, by the source's call; i = inactive; ? = inconclusive; · = not tested or not shown; + = active, no number.

SMILES	HIV fusion peptide	NTR1 ag	NTR1 ag cell count 20 µM	GPR55 LPI antagonism	GPR35 arrestin U2OS	Siah-1 displacement	Salmonella PhoP GFP	LYP inhibition	MgcRacGAP inhibition	Myeloid diff MLP	Myeloid diff MLP GFP+ MAC1+ %
CCOC(=O)N1CCN(C(=O)CN(c2cccc(C)c2)S(=O)(=O)c2ccccc2)CC1	2.0%	0.7	94	-4%	7%	-2%	-12%	-7%	7%	i	0.5
COCCCNC(=S)N1CCC(NC(=O)c2ccco2)CC1	-0.9%	-1.2	47	3%	-2%	7%	5%	-5%	5%	i	0.1
CCN1C(=O)c2cccc3c(NC(=O)c4ccc(S(=O)(=O)N(C)C)cc4)ccc1c23	2.9%	0.0	48	-9%	0%	0%	-5%	8%	7%	i	0.2
Cc1[nH]c2ccccc2c1C(=O)/C=C/c1ccccc1Cl	-1.1%	2.6	56	2%	0%	-4%	5%	-5%	9%	i	1.5
COC(=O)C(C)n1cnc2c(nnn2-c2ccccc2)c1=O (centres undefined)	-0.3%	-0.7	95	-4%	4%	5%	·	-7%	17%	i	3.1
CC(C)c1nc(CNC(=O)c2cc(COc3c(F)cccc3F)on2)cs1	-0.2%	2.5	91	-20%	1%	2%	-13%	-1%	7%	i	0.2
CCOC(=O)C(NC(=O)c1ccc(OC)cc1)(N1CCCC1=O)C(F)(F)F (centres undefined)	-1.3%	-0.8	67	-10%	-4%	-6%	13%	-7%	2%	i	0.3
O=C(O)CSC1CC(=O)N(c2ccc(Cl)cc2)C1=O (centres undefined)	-1.1%	-1.4	98	2%	-5%	2%	-1%	-3%	-4%	i	1.4
CC(=O)c1cccc(NC(=O)Cn2cnc(S(=O)(=O)N3CCc4ccccc43)c2)c1	-1.3%	-0.2	70	48%	-2%	6%	0%	-6%	3%	i	1.8
CC(C)CCNC(=O)c1ccc(CS(=O)(=O)Cc2ccccc2F)o1	1.7%	-0.6	61	2%	-10%	2%	-5%	-8%	5%	i	0.5
O=C(CCS(=O)(=O)c1ccccc1)Nc1nc(-c2cccs2)cs1	2.1%	-1.9	60	-5%	7%	-1%	-4%	-9%	-1%	+	12*
O=C(CCNC(=O)c1ccccc1)N=Nc1c(O)[nH]c2ccccc12	-0.3%	-2.3	93	2%	-7%	-1%	1%	1%	·	·	·
O=C(COc1ccc(Cl)cc1)OCc1csc(Nc2ccccc2)n1	1.7%	1.1	45	3%	9%	-9%	14%	-14%	12%	i	0.7
CCCSc1sc(C(=O)OC)c(-c2cccs2)c1C#N	-0.6%	3.8	54	10%	-9%	1%	-4%	-3%	·	·	·
COc1ccc(C(=O)CCC(=O)NC2=NCCS2)cc1	0.8%	0.4	60	-8%	-24%	-6%	1%	-6%	2%	i	1.9
CC(C)(C)SCCNS(=O)(=O)c1ccc(F)cc1	1.0%	1.1	60	2%	4%	1%	3%	-2%	5%	i	5.7
CCn1c(COc2ccccc2C)nnc1SCC(=O)Nc1ccc2c(c1)OCCO2	0.1%	-1.3	86	13%	5%	6%	22%	-2%	10%	i	1.6
CCc1ccc(CCC(=O)Nc2ccc(C(C)=O)cc2)o1	0.1%	-1.0	73	2%	0%	-5%	1%	-6%	1%	i	2.3
Cn1c(=O)[nH]c(=O)c2c1nc(NCc1ccco1)n2CCCc1ccccc1	0.0%	·	·	-3%	-7%	10%	7%	-1%	-2%	i	1.3
Cc1cc2oc(=O)cc(CN3CCN(Cc4ccc5c(c4)OCO5)CC3)c2cc1C	2.1%	1.3	91	4%	-13%	10%	7%	1%	10%	i	2.0
Cc1ccc(NC(=O)CSCC(=O)NC2CCCCC2)cc1	0.3%	3.6	62	-15%	-5%	-1%	-1%	-4%	-16%	i	0.9
Cc1ccc(N2C(=O)CC(N3CCSCC3)C2=O)c(C)c1 (centres undefined)	-0.4%	2.3	59	-1%	0%	-2%	-5%	-7%	5%	i	0.4
Cc1ccc(S(=O)(=O)Nc2cc(C(=O)NCCN(C)C)ccc2N2CCCC2)cc1	0.8%	1.7	37	5%	7%	8%	2%	-8%	7%	i	1.1
CN(C)c1ccc(Nc2ncnc3ccc(Br)cc23)cc1	-0.5%	0.5	51	-10%	-1%	8%	-7%	-8%	?	i	0.2
COc1ccc(C(=O)NN2C(=O)C3C(c4ccccc4)C=CC(c4ccccc4)C3C2=O)cc1 (centres undefined)	3.1%	0.2	38	9%	-5%	8%	1%	0%	0%	i	0.3
CC(C)Nc1nc(NC(C)C)nc(OCCOC(=O)c2ccccc2)n1	-0.4%	3.0	41	-9%	3%	-2%	7%	-1%	11%	i	1.6
CN(C)c1ccnc(Oc2ccc(Cl)cc2)c1C#N	-1.1%	1.0	46	7%	-1%	-3%	-8%	-6%	0%	i	2.1
NS(=O)(=O)c1ccc(N=Nc2c[nH]c(=O)c(O)c2)cc1	20%	-0.4	77	12%	13%	5%	-22%	-4%	?	i	0.5
NNc1ccc2c(C(F)(F)F)cc(C(F)(F)F)nc2n1	-2.0%	1.2	39	-1%	0%	-3%	0%	-2%	2%	i	0.1
CCC(=O)NCCc1nc2cc(NC(=O)c3cccc([N+](=O)[O-])c3)ccc2n1C	-0.4%	-0.5	84	-6%	-1%	-1%	-11%	-4%	·	i	0.7
COc1ccc(CCNC(=O)CSc2nnnn2-c2ccc(OC)c(OC)c2)cc1OC	2.0%	0.6	32	-1%	-5%	-5%	-3%	-12%	9%	i	0.3
CCOC(=O)c1nnc2cc(-c3ccc(Br)cc3)nn2c1C	0.3%	-0.5	39	4%	3%	6%	12%	-4%	16%	i	1.0
O=C(OCn1nnc2ccccc2c1=O)c1cc2ccccc2o1	-1.7%	0.3	49	14%	2%	18%	-5%	-3%	5%	i	1.3
NC(=O)NC(=O)COC(=O)CCCSc1nc2ccccc2s1	-1.8%	0.2	68	1%	9%	3%	-12%	2%	13%	i	0.5
COc1cccc(C2=NOC(C(=O)N3CCN(Cc4ccccc4)CC3)C2)c1OC (centres undefined)	-2.0%	-1.0	33	11%	9%	1%	-2%	-2%	1%	i	7.7
COc1cccc(/C=C2\SC(=S)N(CCCC(=O)N3CCCCC3)C2=O)c1	11%	8.1	48	0%	-8%	2%	-3%	-1%	3%	i	1.6
CC12CCC(C/C1=N\N=C1\NC(=O)/C(=C\c3ccc(Cl)cc3)S1)C2(C)C (centres undefined)	33%	3.0	68	42%	·	4%	-9%	6%	6%	i	0.8
COC(=O)c1[nH]c2ccc(C)cc2c1NC(=O)Nc1ccc(OC)cc1	-0.7%	3.2	51	-6%	9%	-5%	30%	-1%	7%	i	1.0
COc1ccccc1CNC(=O)CNC(=O)c1ccc(Br)o1	0.9%	0.4	42	10%	11%	2%	-6%	-6%	0%	i	2.8
Cc1cc(C)nc(SCc2ccc(C(=O)NN=C3CCCC3)cc2)n1	-2.2%	2.0	48	5%	-9%	16%	-3%	-8%	5%	i	0.4
CCN(CC)CCSc1nc(O)c(-c2ccccc2)c(=O)n1-c1ccccc1	1.5%	-1.8	44	1%	-6%	10%	9%	-7%	4%	i	0.8
CC(NC(=O)OCc1ccccc1)C(=O)NCC(=O)NC(Cc1ccc(OC(C)(C)C)cc1)C(=O)OC(C)(C)C (centres undefined)	-1.9%	0.5	88	15%	-10%	2%	11%	2%	5%	i	1.4
Cc1ccccc1Cn1c(=N)n(CC(=O)c2ccc([N+](=O)[O-])cc2)c2ccccc21	1.4%	·	·	11%	·	4%	5%	-3%	12%	i	0.8
O=C(CCc1cccc(Cl)c1)NC1CCCN(Cc2ccccc2F)C1 (centres undefined)	1.4%	0.1	64	14%	-14%	3%	5%	-8%	-6%	i	0.5
COc1ccc(S(=O)(=O)N2CCN(C(=O)Cc3cccs3)CC2)cc1	0.3%	-1.7	83	4%	-1%	-2%	7%	-9%	4%	i	0.4
CCOC(=O)c1ccc(NC(=O)c2cc3c(C)nn(-c4ccccc4Cl)c3s2)s1	-1.6%	6.7	55	-3%	-3%	1%	0%	-5%	1%	i	0.5
Cc1cc(C)c([N+](=O)[O-])cc1-c1ccc(/C=N/c2c(-c3ccco3)nc3ccccn23)o1	45%	2.4	74	15%	-13%	3%	-1%	0%	10%	i	0.9
CS(=O)(=O)Nc1ccc(C(=O)Nc2ccc(S(=O)(=O)N3CCCCC3)cc2)cc1	2.3%	3.7	58	10%	0%	6%	-1%	-9%	12%	i	1.0
Cc1ccc(C(C)C)c(OCC(=O)OCC(=O)NC2CCS(=O)(=O)C2)c1 (centres undefined)	·	0.6	67	·	·	·	6%	·	3%	i	0.9
COc1ccc(C(=O)COC(=O)CCC(=O)Nc2ccc(C(C)=O)cc2)cc1	-1.5%	0.7	52	5%	4%	0%	7%	-2%	-4%	i	2.4
Other compounds follow:
SMILES	HIV fusion peptide	NTR1 ag	NTR1 ag cell count 20 µM	GPR55 LPI antagonism	GPR35 arrestin U2OS	Siah-1 displacement	Salmonella PhoP GFP	LYP inhibition	MgcRacGAP inhibition	Myeloid diff MLP	Myeloid diff MLP GFP+ MAC1+ %
Cc1c(C)c2ccc(OC(C)C(=O)N3CC[C@@]4(O)CCCC[C@H]4C3)cc2oc1=O (some centres undefined)	-0.3%	-1.4	88	-1%	14%	6%	·	-8%	-11%	i	4.1
O=C(COc1ccccc1Br)NC1CC1	-0.4%	-1.0	65	-28%	-3%	-9%	1%	-8%	2%	i	0.6
Cc1cc(OCCn2ccnc2)ccc1C(C)C	0.2%	0.3	46	-6%	8%	-1%	2%	-2%	16%	i	1.2
Cc1ccc(OCCn2nnc3ccccc32)cc1C	2.7%	-0.5	54	10%	1%	-2%	1%	3%	11%	i	0.4
NC(=O)CC(NC(=O)Cc1ccc(Br)cc1)c1ccc(NC2CCN(Cc3ccccc3)CC2)c([N+](=O)[O-])c1 (centres undefined)	-2.5%	19	52	2%	-11%	0%	·	-2%	6%	i	1.6
